hERG rescue = compounds protecting human hERG from proarrhythmic drug block; actives 0.51% (n = 310,000); CHO-hERG, FluxOR thallium flux, dofetilide IC70 present; AID 1511; Q12809; activation (rescue from dofetilide block), less the hit threshold, % at 10 µM;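 active = activation above the mean of controls blocked by dofetilide plus 5 SD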;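 note: thallium influx through hERG after potassium depolarization seen as dye fluorescence rise; in these data hits start at about 4.7%; inactives centre near -7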
ANO1 activ = activates or potentiates the mouse TMEM16A chloride channel; Q8BHY3; HEK293 TMEM16A/YFP-H148Q/I152L, iodide quench fluorescence; hits give low values; B-score at 10 µM; actives 0.3% (n = 340,000); AID 623877;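 active = fluorescence-ratio B-score plate-corrected deviation score at least 3 library SD below zero, with starting fluorescence score within 5 deviations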;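 note: channel opened by trigger with iodide after compound preincubation; score built on the fluorescence ratio of max minus min over baseline; more negative score means more quench and so TMEM16A activation or potentiation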
ANO1 block = blocks the mouse calcium-activated chloride channel TMEM16A; HEK293 TMEM16A/YFP iodide influx fluorescence, ionomycin; normalized B-score (activity score, 25-100; higher = stronger inhibition) at 10 µM; actives 1.2% (n = 310,000); AID 588511;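 active = ratio plate-corrected score three or more library SD toward inhibition, starting fluorescence score within five deviations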;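 note: score derived from kinetic fluorescence span divided by baseline fluorescence per well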
KCNK3 inh = human KCNK3 channel inhibition, primary screen | B-score at 10 µM | O14649 | actives 0.84% (n = 340,000) | CHO-KCNK3 thallium flux, FluxOR fluorescence; hits give low values;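 active = B-score under library mean minus 4 SD, starting fluorescence ratio at most library mean plus 5 SD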;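 note: more negative B-score means stronger inhibition of thallium flux through KCNK3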
KCNQ1 act = human KCNQ1 channel potentiation or activation; CHO-K1 KCNQ1, thallium flux FluxOR fluorescence; hits give high values; AID 2648; actives 0.35% (n = 310,000); B-score at 10 µM;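 active = fluorescence ratio B-score, a plate-corrected score, at least three library SD, with initial intensity B-score within 5 SD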
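System: CHO-K1 cells stably expressing KCNQ1 / Medium: assay buffer for compound exposure, DMSO matched across wells / Reagent: thallium- and potassium-containing depolarizing buffer / Compound: one concentration, matched DMSO / Incubation: 20 min compound pretreatment at room temperature / Measured by: kinetic FluxOR fluorescence, 10 s baseline plus 110 s post-stimulus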
Dyrk1A ADPGlo = Dyrk1A (rat) kinase inhibition; Q63470; ADP-Glo luminescence, NFATc1 peptide; inhibition, % at 12.5 µM; actives 0.43% (n = 310,000); AID 504441; in the data active = inhibition above about 50%;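 note: plate controls were vehicle with enzyme for no effect and no enzyme for full effect; many of its hits are not listed in these tables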
KCNK9 inh = inhibitors of human KCNK9 two-pore domain potassium channel; Q9NPC2; HEK293 KCNK9, FluxOR thallium flux fluorescence; hits give low values; B-score at 10 µM; actives 1.2% (n = 310,000); AID 488922;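 active = ratio B-score over 3 SD below the library mean, with starting fluorescence within 5 SD of its mean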;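 note: negative B-score means less thallium flux so channel inhibition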
Target sequence (Q9NPC2 whole entry, looked up, the tested form may be a part): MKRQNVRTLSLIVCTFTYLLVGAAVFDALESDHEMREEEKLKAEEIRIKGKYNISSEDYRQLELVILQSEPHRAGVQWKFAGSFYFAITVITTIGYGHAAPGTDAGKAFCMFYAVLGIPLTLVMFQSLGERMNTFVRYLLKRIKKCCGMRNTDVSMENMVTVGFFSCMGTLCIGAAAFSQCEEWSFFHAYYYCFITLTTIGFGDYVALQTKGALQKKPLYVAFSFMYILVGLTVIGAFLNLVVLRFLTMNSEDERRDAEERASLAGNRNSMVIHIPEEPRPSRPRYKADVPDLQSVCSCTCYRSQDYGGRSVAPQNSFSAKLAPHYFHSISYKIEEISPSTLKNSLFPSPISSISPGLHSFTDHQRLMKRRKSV
TRPC4 act = activators of mouse TRPC4 channel. Q9QUQ5. B-score at 10 µM. AID 2237. actives 0.49% (n = 310,000). HEK293 TRPC4beta/mu-opioid, Fluo4 calcium fluorescence; hits give high values;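 active = B-score above 5 SD of library B-scores, and initial fluorescence ratio not above library mean plus 5 SD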;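 note: positive B-score marks a calcium rise read as TRPC4 activation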
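Incubation: 45 min room-temperature Fluo4 loading, 110 s read / System: HEK293 cells stably co-expressing mouse TRPC4beta and mu-opioid receptor / Signal: Fluo4 fluorescence, kinetic / Control set: buffer (low) and maximal DAMGO (high) / Measure: integrated baseline-normalised fluorescence ratio, converted to per-well B score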
TRPC4 potent = allosterically enhances the mouse TRPC4 cation channel | HEK293 TRPC4beta/mu-opioid, DAMGO EC20, Fluo-4 Ca2+ flux; hits give high values | B-score at 10 µM | actives 0.42% (n = 310,000);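 active = B-score of calcium response area above 5 SD of library B-scores, with initial fluorescence ratio within 5 SD of library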;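 note: B-score of integrated fluorescence ratio over time as area under calcium response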
KCNQ1 block = human KCNQ1 channel inhibition | P51787 | CHO-K1 KCNQ1, FluxOR thallium flux fluorescence; hits give high values | B-score at 10 µM | actives 1.3% (n = 310,000) | AID 2642;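 active = compounds whose thallium flux B-score, printed positive for inhibition, exceeds three library SD while starting fluorescence stays within three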;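 note: channel opened by potassium depolarization with thallium stimulus after 20 min compound exposure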
HDAC3 inhib = inhibitors of human histone deacetylase 3. recombinant HDAC3, fluorogenic peptide/trypsin coupled, fluorescence. inhibition, % at 8.3 µM. actives 0.15% (n = 320,000). AID 2718; in the data active = inhibition above about 26%, passing the limit was not always enough; inconclusive = no clear call, values can overlap the other calls
Target sequence (O15379 whole entry, looked up): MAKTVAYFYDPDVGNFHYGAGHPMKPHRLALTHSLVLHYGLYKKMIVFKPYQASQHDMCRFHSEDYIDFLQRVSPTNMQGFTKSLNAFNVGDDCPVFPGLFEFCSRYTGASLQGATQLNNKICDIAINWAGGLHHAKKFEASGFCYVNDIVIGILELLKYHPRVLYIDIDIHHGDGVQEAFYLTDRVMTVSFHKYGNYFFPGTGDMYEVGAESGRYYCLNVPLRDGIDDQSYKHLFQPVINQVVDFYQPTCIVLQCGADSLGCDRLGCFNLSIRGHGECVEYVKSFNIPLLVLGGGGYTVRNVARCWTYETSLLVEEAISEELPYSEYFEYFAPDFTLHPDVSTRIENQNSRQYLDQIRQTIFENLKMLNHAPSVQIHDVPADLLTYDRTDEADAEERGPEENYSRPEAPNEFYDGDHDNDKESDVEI
The depositor's hits bear a star; i = inactive; ? = inconclusive; . = no result given. Not all compounds are listed (hit frequency here may not be typical).

structure	hERG rescue	ANO1 activ	ANO1 block	KCNK3 inh	KCNQ1 act	Dyrk1A ADPGlo	KCNK9 inh	TRPC4 act	TRPC4 potent	KCNQ1 block	HDAC3 inhib
CCOc1cc(/C=N/Nc2nc(=O)[nH]nc2C)ccc1O	-10	i	i	i	i	21	i	i	i	i	?
C=CCOc1ccc(/C=C2\N=C(C)OC2=O)cc1OC	-10	i	i	i	i	.	i	i	i	i	?
O=C(CNC(=O)c1ccccc1Cl)NC1CCN(Cc2ccccc2)CC1	-8	i	i	i	i	-2	i	i	i	i	-1
O=C(N1CCOCC1)C12CC3CC(C1)CC(C(=O)N1CCOCC1)(C3)C2	-8	i	i	i	i	-1	i	i	i	i	-4
CCOc1cccc2c1OC1(C)CC2NC(=O)N1c1cccc(Cl)c1 (stereo not drawn)	-16	i	i	i	i	1	i	i	i	i	7
C/C(=N\OC(=O)c1ccc(F)cc1)c1sc(-c2ccc(Cl)cc2)nc1C	-6	i	i	i	i	4	i	i	i	i	-2
O=C(COc1ccc(Br)cc1Cl)c1ccc[nH]1	-13	i	i	i	i	-1	i	i	i	i	3
COc1ccccc1CNC(=O)CN(c1cccc([N+](=O)[O-])c1)S(C)(=O)=O	-6	i	i	i	i	0	i	i	i	i	8
Cc1cccc(NC(=O)CNC(=O)COc2ccc(-c3ccc(C#N)cc3)cc2)c1C	-8	i	i	i	i	7	i	i	i	i	-1
COc1ccc(/C=N/N=C2\SCC(=O)N2c2c(C)n(C)n(-c3ccccc3)c2=O)cc1OC	-4	i	i	i	i	-6	i	i	i	i	8
COc1ccc(C(=O)c2cc([N+](=O)[O-])ccc2N2CCCC2)cc1	-3	i	i	i	i	0	i	i	i	i	1
COc1ccccc1N(C(=O)Cn1nnc(-c2ccc(C)o2)n1)C(C(=O)NC1CCCC1)c1ccncc1 (stereo not drawn)	-3	i	i	i	i	-1	i	i	i	i	3
Cc1cc(=O)oc2c3c(cc(OCC(=O)NCc4ccncc4)c12)OC(C)(C)CC3	-5	i	i	i	i	16	i	i	i	i	-101
CCc1ccccc1NC(=O)CNC(=O)c1ccc(-n2cncn2)c([N+](=O)[O-])c1	-14	i	i	i	i	2	i	i	i	i	-2
Cc1cc(C)c(C2=Nn3c(C)nnc3SC2C)cc1C (stereo not drawn)	-14	i	i	i	i	2	i	i	i	i	8
COc1ccc(OC)c(CNC(=O)Cc2c(C(=O)O)[nH]c3ccccc23)c1	-9	i	i	i	i	0	i	i	i	i	0
Cc1ccc(S(=O)(=O)Nc2cc(-c3ccccc3)nn2C)cc1	-8	i	i	i	i	.	i	i	i	i	3
COc1ccc(NC(=O)c2cc(-c3ccc4c(c3)OCO4)on2)cc1	-3	i	i	i	i	0	i	i	i	i	11
CC1=NN(C(=O)c2ccoc2C)C(O)(C(F)(F)F)C1 (stereo not drawn)	-9	i	i	i	i	1	i	i	i	i	-1
COc1cccc(N2CCN(CC(=O)NC3=Nc4ccccc4N=C(C)C3c3ccccc3)CC2)c1 (stereo not drawn)	-8	i	i	i	i	4	-14*	i	i	i	10

3 of these compounds in another layout.
Values in the order: hERG rescue, ANO1 activ, ANO1 block, KCNK3 inh, KCNQ1 act, Dyrk1A ADPGlo, KCNK9 inh, TRPC4 act, TRPC4 potent, KCNQ1 block, HDAC3 inhib
Cc1cc(C)c(C2=Nn3c(C)nnc3SC2C)cc1C (stereo not drawn)
    -14, i, i, i, i, 2, i, i, i, i, 8
COc1ccc(OC)c(CNC(=O)Cc2c(C(=O)O)[nH]c3ccccc23)c1
    -9, i, i, i, i, 0, i, i, i, i, 0
Cc1ccc(S(=O)(=O)Nc2cc(-c3ccccc3)nn2C)cc1
    -8, i, i, i, i, ., i, i, i, i, 3

Later entries.
structure	hERG rescue	ANO1 activ	ANO1 block	KCNK3 inh	KCNQ1 act	Dyrk1A ADPGlo	KCNK9 inh	TRPC4 act	TRPC4 potent	KCNQ1 block	HDAC3 inhib
CC(=O)c1ccc(OCCCC(=O)N2CCN(S(=O)(=O)c3ccc(C(C)C)cc3)CC2)cc1	-15	i	25*	i	i	1	i	i	i	i	4
CCCc1cc(C(=O)N2CCCC(C(=O)c3cccc4ccccc34)C2)n(C)n1 (stereo not drawn)	-19	i	i	i	i	0	i	i	i	i	10
CC(C)Cc1ccc(C(C)NC(=O)c2ccc(=O)[nH]c2)cc1 (stereo not drawn)	-7	i	i	i	i	.	i	i	i	i	0
CCn1c(=N)n(CC(O)COc2cccc(C)c2)c2ccccc21 (stereo not drawn)	-14	i	i	i	i	3	i	i	i	i	5
O=C(COc1ccccc1)Nc1ccc(N2CCCCC2)cc1	-13	i	i	i	i	-5	i	i	i	i	1
Cc1nn(Cc2ccc(F)cc2)c(Cl)c1/C=N/NC(=O)c1ccccc1	-14	i	i	i	i	-1	i	i	i	i	5
Cc1cc2nc3c(c(=O)n2[nH]1)CCCC3	-4	i	i	i	i	5	i	i	i	i	0
COc1ccc(NC(=O)c2ccc(C(=O)c3ccccc3)o2)cc1	.	i	i	i	.	1	.	.	.	.	7
O=C(O)CCCNc1c(C(=O)Nc2ccc(Cl)cc2)cc([N+](=O)[O-])cc1[N+](=O)[O-]	-10	i	i	i	i	-2	i	i	i	i	5
O=C(CCCOc1ccc(Cl)cc1Cl)N1CCCc2ccccc21	-11	i	100*	-11*	i	7	i	i	i	8*	-6
COc1ccc(NC(=O)CNS(=O)(=O)c2ccc(Cl)cc2)cc1	-2	i	i	i	i	3	i	i	i	i	2
Cc1occc1C(=O)NNC(=O)C1CCCCC1	-4	i	i	i	i	-5	i	i	i	i	-1
N#Cc1c(N)c(C(=O)c2ccc(Cl)cc2)n2c1CCC2	-9	i	i	i	i	2	i	i	i	i	-1
COC(=O)c1ccc(C2NC(=O)CCC2[N+](=O)[O-])cc1 (stereo not drawn)	-3	i	i	i	i	4	i	i	i	i	-2
Cc1ccc(C)c(C(=O)O/N=C(\N)c2ccc(Br)cc2)c1	-14	i	i	i	i	-2	i	i	i	i	-5
Cc1nn(CCC(=O)NNC(=S)Nc2ccc(F)cc2)c(C)c1Br	-6	i	i	i	i	-1	i	i	i	i	-3
CCOc1cc(/C=C2\NC(=O)NC2=O)cc([N+](=O)[O-])c1O	-4	i	i	i	i	11	i	i	i	i	.
CN(C)CCCn1c(SCc2ccc(Cl)cc2)nnc1-c1ccncc1	-5	i	i	i	i	4	i	i	i	i	1
O=C(N/N=C/c1ccc(OCc2ccccc2)cc1)c1ccncc1	-13	i	i	i	i	2	i	i	i	i	-3
CCc1ccc(-c2nnn(Cc3nn[nH]n3)n2)cc1	-5	i	i	i	i	-8	i	i	i	i	11

Next section
structure	hERG rescue	ANO1 activ	ANO1 block	KCNK3 inh	KCNQ1 act	Dyrk1A ADPGlo	KCNK9 inh	TRPC4 act	TRPC4 potent	KCNQ1 block	HDAC3 inhib
CCOc1ccc(/C=C/C(=O)Oc2ccc(OC)cc2)cc1	-4	i	i	i	i	5	i	i	i	i	-8
O=C(c1ccccc1)c1ccccc1C(=O)N1CCOCC1	-6	i	i	i	i	3	i	i	i	i	-2
COc1ccc(S(=O)(=O)Nc2cc(S(=O)(=O)c3ccccc3)c(O)cc2C)cc1	-4	i	i	i	i	-3	i	i	i	i	3
COc1ccc(/C=N/NC(=O)c2ccc3nc[nH]c3c2)c(OC)c1OC	2	i	i	i	i	9	i	i	i	i	8
Cc1ccc(-c2nnc(SCC(N)=O)n2C)cc1	-1	i	i	i	i	-3	i	i	i	i	-6
Cc1onc(-c2ccccc2)c1C(=O)N1CCc2ccccc21	-2	i	i	i	i	.	i	i	i	i	.
COc1ccc(Cl)cc1-c1nc(-c2ccc(NC(=O)c3cccs3)cc2)no1	-2	i	i	i	i	-7	i	i	i	i	-14
Cc1ccc(NC(=S)NNC(=S)NC2CCCCC2)cc1	-14	i	i	i	i	.	i	i	i	i	2
O=C(Nc1ccc(N2CCOCC2)c(Cl)c1)c1cccnc1	-5	i	i	i	i	2	i	i	i	i	7
COc1ccc(S(=O)(=O)c2c(C)c(NS(=O)(=O)c3ccccc3)cc(C)c2O)cc1	-13	i	i	i	i	-2	i	i	i	i	3
COc1ccc(CCN(C)CCc2ccc(OC)c(OC)c2)cc1OC	-2	i	i	i	i	-2	i	i	i	i	0
CC(C)NC(=O)c1cc2ccccc2o1	-15	i	i	i	i	1	i	i	i	i	1
Cc1nn(C(C)C)c(C)c1CN1CCN(Cc2ccsc2)C(CCO)C1 (stereo not drawn)	-10	i	i	i	i	7	i	i	i	i	-2
CCOC(=O)CSc1nc(C2CC2)nc2ccccc12	-9	.	i	i	i	10	i	i	i	i	-1
COC(=O)c1ccccc1NC(=O)c1cc2n(n1)C(C(F)F)CC(C(F)F)N2 (stereo not drawn)	-11	i	i	i	i	1	i	i	i	i	1
Cc1ccc(S(=O)(=O)N2CCC(C(=O)O)CC2)cc1C(=O)O	-4	i	i	i	i	6	i	i	i	i	-2
CS(=O)(=O)N(CC(=O)N1CCN(c2ccccc2)CC1)c1ccc(Cl)c(C(F)(F)F)c1	-7	i	i	i	i	0	i	i	i	i	6
Cc1ccc(-c2nn(-c3ccccc3)cc2C(=O)N2CCN(c3ccccn3)CC2)cc1	-20	i	i	i	i	22	i	i	i	i	9
CCc1c(C)nc(SCC(=O)CC(=O)OC(C)C)c(C#N)c1C	-5	i	i	i	i	11	i	i	i	i	-6
CCOC(=O)C(C)Sc1nc2ccccc2c(=O)n1CC (stereo not drawn)	.	i	i	i	.	-6	.	.	.	.	2

Continued:
structure	hERG rescue	ANO1 activ	ANO1 block	KCNK3 inh	KCNQ1 act	Dyrk1A ADPGlo	KCNK9 inh	TRPC4 act	TRPC4 potent	KCNQ1 block	HDAC3 inhib
O=C(O)c1ccc(-n2cccn2)nc1	-8	i	i	i	i	2	i	i	i	i	3
C=CCn1c(-c2ccc(OC)c(OC)c2)n[nH]c1=S	-12	i	i	i	i	-2	i	i	i	i	5
CCOCCCNC(=S)N1CCN(c2nc(-c3ccccc3)cs2)CC1	-2	i	i	i	i	-1	i	i	i	i	4
CCN(Cc1ccccc1)C(=O)CCNS(=O)(=O)c1cc(Br)cnc1N	-5	i	i	i	i	.	i	i	i	i	-16

Screens: PubChem, several laboratories
